Assay outcomes from PubChem BioAssay.
mIDH1 inhibitor = blocks human mutant IDH1 R132H enzyme; O75874; IDH1-R132H enzyme, NADPH consumption, diaphorase/resazurin fluorescence; Potency, µM (doses to about 76.6 µM), inactives show at the top dose activity change, negative = inhibition, usual class: inhibitors; 0.093% of 390,000 active; also: potency is read from the fitted curve at half-maximal effect; % is scaled to controls: 0 for no effect and ±100 for the full control effect; nearly all actives have a fitted effect of over 65% in size
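IDH1-R132H (0.5 ug/mL dispensed) in pH 7.5 Tris buffer was preincubated 30 min with compound, then given a substrate mix of 0.016 mM NADPH and 2 mM alpha-KG for 80 min at room temperature; remaining NADPH was read by diaphorase/resazurin fluorescence.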
Vif-A3F inh = blocks the Vif interaction with APOBEC3F; HeLa A3F-eYFP + Vif (tagged APOBEC3F with the HIV-1 protein that degrades it), YFP fluorescence increase; Potency, µM (titrated, usually from 46.1 µM), without a hit: at the highest dose activity, negative = active; 0.2% of 390,000 active; AID 602313; also: potency is read from the fitted curve at half-maximal effect; % of control where 0% means no effect; nearly all actives have a fitted effect of over 65% in size
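HeLa cells stably expressing Vif plus C-terminally eYFP-tagged A3F were seeded, incubated overnight at 37 deg C, dosed with compound, incubated overnight again at 37 deg C. Yellow fluorescence (Ex 488/Em 500-530) reported blocked Vif-mediated A3F-eYFP degradation.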
RXFP1 agonist = agonists of human relaxin receptor RXFP1 | 0.3% of 370,000 active | Q9HBX9 | Potency, µM (top dose mostly 57.5 µM), for the others: top-dose activation, most hits filed as activators | HEK293T-RXFP1 cAMP TR-FRET, 30 min; response scale: percent of porcine relaxin response, buffer zero; also: potency is read from the fitted curve at half-maximal effect; % is scaled to controls: 0 for no effect and ±100 for the full control effect; nearly all actives have a fitted effect of over 60% in size; many of its hits are not listed in these tables
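cAMP rise read by TR-FRET after 30 min, 37C compound exposure (up to 58 uM) in RXFP1-transfected HEK293 cells with Ro 20174 present. EC50 from Hill-equation fits, with 29 nM porcine relaxin as 100% and buffer as basal.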
LDHA inh = inhibitors of human lactate dehydrogenase A. P00338. purified LDHA, NADH/diaphorase-resazurin fluorescence; hits give low values. activity change, % (values are at about 110 or 230 µM). 0.15% of 480,000 active. AID 1347041; in the data active = activity change below about -30%; inconclusive = mostly about -25% to -30%;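 also: plate controls were DMSO wells for no effect and wells without enzyme for full effect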
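LDH5 2 nM; NADH 0.06 mM, pyruvate 0.2 mM; 200 mM Tris pH 7.4, EDTA, Tween-20; 5 min RT. Detection: diaphorase 0.133 mg/mL + resazurin 37 µM, fluorescence ex540/em590 at 0 and 20 min; normalized to enzyme-free and DMSO wells.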
PI4K2A block = blocks human PI4K2A kinase activity; Q9BTU6; purified PI4K2A, ADP-Glo luminescence, 1 h; hits give low values; activity change, negative = inhibition, % at 76.9 µM; 0.13% of 420,000 active; AID 1346378; in the data active = activity change below about -50%; inconclusive = mostly about -30% to -49%;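 also: -100% = wells without enzyme as full effect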
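In this quantitative HTS, ADP production by PI4K2A was quantified luminescently after 1 h at ambient temperature; 100 microM adenosine served as plate-quality control.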
Glioma ERSR ind = induces the endoplasmic reticulum stress response in human glioma cells; U87-MG GRP78 promoter luciferase reporter, 16 h; Potency, µM, inactives show top-dose activation, actives largely listed as activators; 0.02% of 420,000 active; also: potency is read from the fitted curve at half-maximal effect; series mostly up to about 76 µM; % of control where 0% means no effect; nearly all actives have a fitted effect of over 35% in size
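ERSR induction read as luciferase luminescence (Bright-Glo, 10 min at room temperature) in stably transfected human U87-MG glioma cells exposed to compounds for 16 h, using GRP78 as sensor.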
Vif-A3G inh = Vif-A3G binding inhibition; Potency, µM (highest dose often 46.1 µM), for inactives: at the highest dose activity, negative = active, actives largely listed as inhibitors; HeLa A3G-eYFP + Vif (tagged APOBEC3G with the HIV-1 protein that degrades it), YFP fluorescence, overnight; AID 602310; 0.076% of 410,000 active; Q9HC16;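 also: potency is read from the fitted curve at half-maximal effect; % is scaled to controls: 0 for no effect and ±100 for the full control effect; nearly all actives have a fitted effect of over 60% in size; hits raise eYFP signal because A3G escapes Vif-driven loss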
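HeLa cells stably expressing Vif and C-terminally eYFP-tagged A3G, seeded overnight at 37 deg C, then exposed to compound by pintool overnight at 37 deg C. Rise in yellow fluorescence (Ex 488/Em 500-530, Acumen) marks blocked Vif-driven A3G degradation.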
USP1 inh = USP1/UAF1 (human) deubiquitinase inhibition. O94782. recombinant USP1/UAF1, Ub-Rhodamine cleavage fluorescence. Potency, µM (titrated, usually from 57.1 µM), for inactives: at the top dose activity change, negative = inhibition, usual class: inhibitors. 0.23% of 390,000 active; also: potency is read from the fitted curve at half-maximal effect; % is scaled to controls: 0 for no effect and ±100 for the full control effect; nearly all actives have a fitted effect of over 60% in size; inactives centre near -12
Target sequence (O94782 whole entry, looked up): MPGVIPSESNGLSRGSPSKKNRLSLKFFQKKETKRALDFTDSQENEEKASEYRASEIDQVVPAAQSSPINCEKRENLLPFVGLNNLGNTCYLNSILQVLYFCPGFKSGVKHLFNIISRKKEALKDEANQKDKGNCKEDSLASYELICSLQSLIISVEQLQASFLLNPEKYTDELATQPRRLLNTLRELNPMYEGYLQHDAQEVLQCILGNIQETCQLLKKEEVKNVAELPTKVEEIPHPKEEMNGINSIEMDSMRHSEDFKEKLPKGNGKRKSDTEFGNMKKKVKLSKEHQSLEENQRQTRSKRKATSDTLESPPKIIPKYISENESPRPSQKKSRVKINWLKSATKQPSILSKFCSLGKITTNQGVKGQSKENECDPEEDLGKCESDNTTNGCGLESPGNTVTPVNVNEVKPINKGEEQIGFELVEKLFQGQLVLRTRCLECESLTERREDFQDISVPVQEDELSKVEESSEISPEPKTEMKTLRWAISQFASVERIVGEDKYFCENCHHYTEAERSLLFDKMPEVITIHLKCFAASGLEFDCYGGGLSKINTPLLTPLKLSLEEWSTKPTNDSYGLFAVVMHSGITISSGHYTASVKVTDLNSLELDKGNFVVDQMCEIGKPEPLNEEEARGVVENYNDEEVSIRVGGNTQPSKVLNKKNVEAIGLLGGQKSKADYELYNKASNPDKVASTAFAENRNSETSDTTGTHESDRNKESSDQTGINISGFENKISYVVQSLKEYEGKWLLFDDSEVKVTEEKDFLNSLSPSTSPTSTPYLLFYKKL
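High-throughput fluorogenic screen: 1nM USP1/UAF1 complex, Ub-Rho substrate 150nM final, 50mM HEPES pH 7.8 with 0.5mM EDTA, 0.1 mg/ml BSA, 1mM TCEP and 0.01% Tween-20.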
TrxR1 substrate = rat thioredoxin reductase 1 substrate activity | 0.01% of 390,000 active | purified TrxR1 substrate turnover, NADPH consumption readout | Potency, µM (series often up to 114 µM), for inactives: at the highest dose activity change, negative = substrate turnover; also: potency is read from the fitted curve at half-maximal effect; % is scaled to controls: 0 for no effect and ±100 for the full control effect; nearly all actives have a fitted effect of over 50% in size
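Rat TrxR1, dispensed at 90 nM, was prereduced with 400 uM NADPH (final) for 5 min at ~22 deg C, then incubated with compound 15 min before 400 uM selenite. A first-read NADPH fluorescence drop versus no-compound background flagged substrates.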
The depositor's hits bear a star; ? = inconclusive; . = not tested or not shown; & = joins results of further samples; [ ] = dose if it differs, or a comment. Unless noted, calls follow the shape of the dose curve; as a rule, active = well fitted curve in the direction sought with a large enough effect; inconclusive = small, poorly fitted or top-dose-only effect, or another doubt; inactive = no such curve, though single readings can be large; an effect the other way counts as inactive or inconclusive. This is a subset; count on the stated rates, not on these rows.

SMILES	mIDH1 inhibitor	Vif-A3F inh	RXFP1 agonist	LDHA inh	PI4K2A block	Glioma ERSR ind	Vif-A3G inh	USP1 inh	TrxR1 substrate
COc1cccc(C(=O)NCC2CCCN2S(=O)(=O)c2ccccc2)c1 (configuration not stated)	0%	0%	-0.9%	-7	-5	-2%	0%	0%	0%[57.1 µM]
COc1ccc(CN2CCN(C3CCC3)CC2CCO)cc1C (configuration not stated)	13%	-1%	1.1%	1	0	-1%	-6%	-17%	6%
Cn1c2c(c3ccccc31)CC/C2=N\O	0%	1%	1.9%	-5	-7	0%	-8%	-6%	16%
O=S1(=O)CCOC[C@H](CC2CCCCC2)N1Cc1cccc(F)c1	19%	0%	-2.2%	0	-4	1%&-3%	-13%&-3%	-8%	-5%[57.1 µM]
COc1ccc(N2CCN(C(=O)COC(=O)c3ccc(OC(F)F)cc3)CC2)cc1	-1%	1%	0.9%	-13	2	-2%	4%	-8%	1%
Cc1cnc(NC(=O)c2cc(S(=O)(=O)N(C)C)ccc2N2CCCC2)s1	-4%	1%	.	-3	-2	?	0%	-10%	1%
CC1(C)Cc2ccccc2/C(=C/C(=O)c2ccccc2)N1	-1%	3%	2.1%	1	-2	-3%	-8%	-23%	1%
COc1ccc(C[C@@H]2CN3C(=NC[C@@H]3C)N2C[C@H](C)NC(=O)c2ccc(C)c(Br)c2)cc1	-14%	2%	-1.4%	0	0	-6%	7%	-30%	2%[57.1 µM]
O=C(c1cc(-c2ccc(F)cc2)on1)N1CCN(c2ccc(F)cc2)CC1	5%&-3%	-9%&-3%	4.7%&2.8%	0&-8	-5&1	-5%&-2%	0%&7%	-17%&-23%	12%[57.1 µM]
Cc1ccc(/C=C/C(=O)Nc2ccc(S(=O)(=O)Nc3ncccn3)cc2)cc1	8%	-7%	-0.2%	-10	-2	-4%	0%	8%	-10%[57.1 µM]
O=C(COC(=O)CCC(=O)c1ccc(F)cc1)Nc1ccc(Cl)cn1	6%	-8%	.	-2	-2	-2%	-9%	-3%	3%
CSc1ccc(CN(C)Cc2cc(=O)oc3c(C)c(C)ccc23)cc1	-1%	8%	-0.4%	-4	0	-2%	1%	-7%	-5%
O=C(NCCCn1ccnc1)c1ccc(Br)o1	0%	-2%	0.2%	-5	6	-1%	1%	-3%	2%[57.1 µM]
CCn1nc(C)cc1-c1nnc(Sc2ncc([N+](=O)[O-])s2)n1C	-3%	-15%	1.5%	3	-11	-14%	-23%	-12%	-10%
CC1(C)CC(=O)C(CC(=O)c2ccccc2)=C(NN=C(N)N)C1	7%	3%	.	-9	5	-5%	1%	-24%	.
CC(=O)Nc1nnc(S(=O)(=O)N2CCN(c3ccc(Cl)cc3[N+](=O)[O-])CC2)s1	-16%	3%	2.7%	-16	-4	-2%	1%	-9%	4%
O=C(NCC1CCCO1)c1cc2ccccc2o1 (configuration not stated)	-8%	1%	2.1%	-6	-1	1%	2%	-6%	3%
COc1ccc(C(C)=O)cc1CSc1nnc(Nc2c(C)cccc2C)s1	-1%	0%	3.4%	-4	1	-6%	-1%	-22%	-1%
COc1cc(COC(=O)Oc2ccc(CNC(C)=O)cc2OC)c([N+](=O)[O-])cc1OC	-12%	-3%	2.5%	-1	-3	0%	-5%	-23%	4%[57.1 µM]
C#CCOCCOCCOCCNc1nc(N2CCN(C(=O)[C@H](CCCCN)n3cc(CN)nn3)CC2)nc(N2CCN(C(=O)[C@H](CCCN=C(N)N)n3cc(C(N)[C@H](C)CC)nn3)CC2)n1 (some centres not stated)	-18%	4%	.	7	-12	0%	1%	?	0%
COc1ccccc1-c1cccc([C@@H]2C[C@H]3[C@H](CON3C)CN2C(C)=O)c1	4%[38.3 µM]	1%	.	-3	1	-2%	4%	-2%	-6%
CCOc1ccccc1C(=O)NCC(=O)N(C)Cc1ccccc1C	6%	-4%	-0.7%	-8	-2	-3%	-4%	2%	4%
CSCCC(NC(=O)COc1ccccc1)C(=O)NCC1COc2ccccc2O1 (configuration not stated)	-3%	6%	-0.4%	-2	-1	-3%	-1%	0%	-9%
Cn1c2c(c(=O)n(C)c1=O)CN(CC1CCCO1)CN2 (configuration not stated)	5%	4%	0.4%	-2	-1	-15%	0%	-9%	7%[57.1 µM]
COc1ccc(-c2nn(-c3ccccc3)cc2/C=N/N=C(N)N)cc1OC	1%	-2%	0.5%	0	4	-7%	-4%	-6%	3%

Overlap with the part before: three entries, then new ones.
SMILES	mIDH1 inhibitor	Vif-A3F inh	RXFP1 agonist	LDHA inh	PI4K2A block	Glioma ERSR ind	Vif-A3G inh	USP1 inh	TrxR1 substrate
CSCCC(NC(=O)COc1ccccc1)C(=O)NCC1COc2ccccc2O1 (configuration not stated)	-3%	6%	-0.4%	-2	-1	-3%	-1%	0%	-9%
Cn1c2c(c(=O)n(C)c1=O)CN(CC1CCCO1)CN2 (configuration not stated)	5%	4%	0.4%	-2	-1	-15%	0%	-9%	7%[57.1 µM]
COc1ccc(-c2nn(-c3ccccc3)cc2/C=N/N=C(N)N)cc1OC	1%	-2%	0.5%	0	4	-7%	-4%	-6%	3%
Nc1nnc(-c2ccc(Cl)cc2Cl)s1	6%	13%	1.2%	-4	-3	10%	1%	-10%	7%
CCc1ccc2nc3sc(C(=O)Nc4nnc(CC)s4)c(N)c3cc2c1	-3%	?	5.4%	-9	1	3%	-13%	24%	-1%
CC(C)c1ccc(NC(=O)C2=NNC(=O)CC2)cc1	6%	-11%	3.0%	7	1	-5%	-7%	-9%	4%[57.1 µM]
CCc1ccc(NC(=O)CN(Cc2ccccc2)S(=O)(=O)c2ccc3nc(C)sc3c2)cc1	10%	0%	-1.1%	2	-3	-1%	2%	-9%	-2%[57.1 µM]
COCC1CCN(C(=O)C2CCC(=O)N(CCc3cccc(F)c3)C2)CC1 (configuration not stated)	5%	-10%	0.1%	-1	2	-4%	1%	0%	0%
Nc1nc2ccc(C(=O)Nc3ccccc3)cc2s1	-1%	-10%	0.0%	-3	14	8%	-7%	2%	-10%
COc1ccc(-n2nnc3c(SCC(=O)OCc4ccccc4)ncnc32)cc1	-2%	3%	2.5%	-5	1	-3%	-3%	-16%	-5%
O=C(NCc1csc2ccccc12)Nc1cc(Cl)cc(Cl)c1	0%	-20%	1.9%	1	-3	-5%	0%	-6%	-1%[57.1 µM]
CC(C(=O)Nc1ccc(O)c(C(=O)O)c1)N1C(=O)/C(=C/c2cccs2)SC1=S (configuration not stated)	-1%	-5%	-0.5%	-1	0	0%	-1%	-23%	-18%
CN1CCCN(C(=O)c2ccc(Br)s2)CC1	6%	2%	0.1%	-2	4	-5%	6%	-10%	1%
O=C(Nc1ccc(F)c(Cl)c1)c1ccc2c(Cl)c3c(nc2c1)CCCC3	0%	-8%	-1.3%	1	3	1%	-3%	-7%	8%[2.29 µM]
NC(=O)N/C=C1\CCCOC1=O	-5%	-4%	.	-1	-2	2%	-2%	-26%	.
COc1ccc(NS(=O)(=O)c2cccc(NC(=O)c3ccc(Cl)nc3)c2)cc1	2%	3%	4.3%	-9	2	-5%	-12%	-10%	6%[57.1 µM]
Cc1ccc(C2=CC(c3cccs3)n3nnnc3N2)cc1 (configuration not stated)	-3%	-17%	-0.3%	-7	-1	3%	-6%	-21%	-3%
CCOc1ccc(-c2c(C)nn3c(C)c(C(=O)NC(C)c4ccccc4)cnc23)cc1OCC (configuration not stated)	.	.	-0.7%	-5	0	.	.	7%	-2%[57.1 µM]
O=C(O/N=C1/CCSc2ccccc21)c1ccccc1	2%	3%	-1.4%	-2	-6	2%	-7%	-23%	-4%
COc1ccccc1-c1cnc(C(O)c2ccc(Cl)cc2)[nH]1 (configuration not stated)	.	.	.	-1	-2	2%	-9%	.	.
CCOC(=O)c1c(CN(C)C)n(-c2ccc(C)cc2)c2cc(Br)c(O)cc12	2%	-1%	-0.9%	2	3	-3%	-2%	-2%	-13%
N#CC1(c2ccccc2)CCCN1C(=O)c1ccco1 (configuration not stated)	15%	4%	-1.4%	-4	0	-4%	1%	-8%	2%
Cc1cc(=O)[nH]c(SCC(=O)N2CCN(c3ccccc3)CC2)n1	.	.	-2.3%	-2	4	.	.	-9%	-1%
COc1ccc(C2c3[nH]c4ccccc4c3C[C@H]3C(=O)N(C4CCN(Cc5ccccc5)CC4)CC(=O)N23)c(OC)c1 (some centres not stated)	-5%	10%	1.9%	-2	-3	-3%	-5%	-9%	1%
CN(C(=O)c1ccc(NC(=O)C2CCCN(C(=O)OC(C)(C)C)C2)cc1)C1CC1 (configuration not stated)	-8%	6%	.	-10	2	-1%	4%	21%	-5%[57.1 µM]
CCn1cc(CNCc2ccc(OCC(O)CN(C)Cc3ccccc3)cc2)cn1 (configuration not stated)	7%	3%	-0.2%	-4	2	-1%	2%	0%	9%[57.1 µM]
COc1ccccc1N1CC(C(=O)Nc2cccc(C(=O)O)c2)CC1=O (configuration not stated)	12%	-8%	-1.0%	-1	0	-2%	1%	3%	-4%
CC1(C)O[C@H]2[C@@H](O1)[C@@H](C(=O)Nc1ccc(F)c(F)c1)O[C@@H]1OC(C)(C)O[C@@H]12	-11%	-13%	2.4%	-8	2	3%	-9%	-13%	-4%
